# High-throughput results as filed in PubChem BioAssay.
# ALOX12 inh: ALOX12 (human) lipoxygenase inhibition; purified 12hLO, xylenol orange hydroperoxide absorbance; AID 1671190; Potency, µM (series often up to 108 µM), without a hit: at the highest dose activity change, negative = inhibition, most hits filed as inhibitors; P18054; hit rate 1.1% among 580,000; also: potency is read from the fitted curve at half-maximal effect; % is scaled to controls: 0 for no effect and ±100 for the full control effect
#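 Hydroperoxide product was detected by ferrous iron/xylenol orange as the 573 to 405 nm absorbance ratio. Arachidonic acid at 40 uM (final) was turned over for 30 min at room temperature by 150 nM human 12hLO, pH 7.0 Hepes buffer, after 15 min compound preincubation.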
# TRHR agonist: agonists of human TRH receptor; P34981; TRHR cells, calcium flux fluo-8, FDSS agonist mode; activation, % at 2 µM; hit rate 0.18% among 360,000; AID 493084; in the data active = activation above about 30%; also: 0% is about no effect
# Target sequence (P34981 whole entry, looked up): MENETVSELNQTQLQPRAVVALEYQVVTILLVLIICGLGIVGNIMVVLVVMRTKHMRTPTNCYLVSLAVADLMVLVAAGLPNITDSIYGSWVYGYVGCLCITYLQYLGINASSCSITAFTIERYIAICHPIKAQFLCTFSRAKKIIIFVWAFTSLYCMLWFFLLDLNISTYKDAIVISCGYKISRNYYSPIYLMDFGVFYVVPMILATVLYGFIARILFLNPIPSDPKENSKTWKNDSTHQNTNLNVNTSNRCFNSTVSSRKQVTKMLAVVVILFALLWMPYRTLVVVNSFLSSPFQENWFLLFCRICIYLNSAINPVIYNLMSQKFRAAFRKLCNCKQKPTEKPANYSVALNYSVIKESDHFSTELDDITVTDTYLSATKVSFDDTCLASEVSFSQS
#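 TRHR-expressing cells, plated overnight in medium with 10% serum, were loaded with fluo-8 calcium dye at room temperature. After a 10 s baseline, library compound was pin-added and calcium release was recorded kinetically (ex 480/em 530) as agonist response.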
# Apoferritin bind: candidate novel general anesthetic via apoferritin binding. AID 485281. hit rate 0.074% among 350,000. Potency, µM (series often up to 77.5 µM), for inactives: top-dose activity change, negative = displacement, hits mostly inhibitors. apoferritin/1-aminoanthracene competitive binding, fluorescence. P02791; also: potency is read from the fitted curve at half-maximal effect; % is scaled to controls: 0 for no effect and ±100 for the full control effect; nearly all actives have a fitted effect of over 20% in size
# Target sequence (P02791 2-175 limits assumed): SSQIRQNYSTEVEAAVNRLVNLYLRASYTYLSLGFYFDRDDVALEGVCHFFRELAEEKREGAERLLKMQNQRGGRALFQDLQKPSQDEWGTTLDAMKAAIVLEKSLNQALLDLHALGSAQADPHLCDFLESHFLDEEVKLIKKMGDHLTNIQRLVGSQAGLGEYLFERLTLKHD
#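 10 uM apoferritin + 50% sat. 1-AMA, PBS; cpd 10 min RT; Ex380/Em535 endpoint; normalized to free probe vs complex; 4-param Hill fit; propofol titration as pos. ctrl.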
# Pol iota inh: blocks human DNA polymerase iota activity; Q9UNA4; AID 588590; hit rate 1% among 390,000; Potency, µM (highest dose often 115 µM), without a hit: top-dose activity, negative = inhibition, actives largely listed as inhibitors; Pol iota fluorescent replication assay, 10 min; also: potency is read from the fitted curve at half-maximal effect
#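 Pol iota at 10 nM preincubated 15 min with compounds at room temperature; reaction started with fluorescent substrate, 50 nM final. Fluorescence read kinetically at 0 and 10 min; buffer-only wells as negative control.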
# APEX1 inh: APE1 (human) endonuclease inhibition; AID 2517; P27695; Potency, µM (titrated, usually from 65.8 µM), for inactives: at the highest dose activity change, negative = inhibition, hits mostly inhibitors; recombinant APE1, TAMRA/BHQ-2 abasic DNA cleavage fluorescence; hit rate 0.35% among 350,000;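 also: potency is read from the fitted curve at half-maximal effect; plate controls were vehicle for no effect and reference inhibitor for full effect; nearly all actives have a fitted effect of over 55% in size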
#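 Incision of a quenched TAMRA/BHQ-2 THF abasic-site duplex (50 nM) by 0.75 nM APE1, after 15 min compound preincubation, measured as fluorescence increase over three 60 s reads. Values normalized to buffer, DMSO and NSC13755 control wells.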
# POLB inh: inhibitors of human DNA polymerase beta; Pol beta primer extension/strand displacement, fluorescence kinetic; Potency, µM (top dose mostly 114 µM), inactives show at the highest dose activity change, negative = inhibition, most hits filed as inhibitors; P06746; hit rate 1.3% among 340,000; also: potency is read from the fitted curve at half-maximal effect; % is scaled to controls: 0 for no effect and ±100 for the full control effect
#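 Enzyme-only controls used 10 nM Pol beta; buffer lacking enzyme served as negative control. Compound preincubated 15 min, then 50 nM substrate added; 0 and 10 min reads at room temperature.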
# BLM helicase inh: blocks DNA unwinding by human BLM helicase; P54132; recombinant BLM DNA unwinding, fluorescence dequenching; Potency, µM (top dose mostly 56.1 µM), without a hit: at the highest dose activity change, negative = inhibition, usual class: inhibitors; hit rate 0.2% among 350,000; AID 2528;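 also: potency is read from the fitted curve at half-maximal effect; plate controls were vehicle for no effect and no enzyme for full effect; nearly all actives have a fitted effect of over 35% in size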
# ERG Ets-DNA blk: blocks human ERG Ets domain binding to DNA; P11308; fluorescence polarization, His-ERG Ets domain / labelled DNA; Potency, µM (titrated, usually from 76.9 µM), without a hit: at the highest dose FP activity, negative = inhibition, most hits filed as inhibitors; hit rate 0.028% among 370,000; AID 624246; active = well fitted inhibition curve with a large enough effect in the polarisation, with a control signal flat; inconclusive = small, poorly fitted or top-dose-only effect, or effect the other way, or a change in a side signal; inactive = no such curve, though single readings can be large or run the other way; the % refers to the polarisation;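 also: polarization taken with two DNA probes labelled with fluorescein and Texas red; potency is read from the fitted curve at half-maximal effect; % of control where 0% means no effect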
#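 His-tagged ERG Ets domain (1 uM in the protein solution; 300mM KCl, 50mM Tris-HCl, 1mM EDTA, 1mM DTT, pH 7.5) received compound, then a probe mix of 5 nM fluorescein-DNA and 100nM Texas-615-DNA. Fluorescence polarization was read for both dyes.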
# Pol kappa inh: DNA polymerase kappa (human) inhibition | purified Pol kappa, fluorescent DNA synthesis assay, 10 min | Potency, µM (highest dose often 107 µM), without a hit: at the top dose activity, negative = inhibition, usual class: inhibitors | Q9UBT6 | hit rate 0.53% among 400,000; also: potency is read from the fitted curve at half-maximal effect; % is scaled to controls: 0 for no effect and ±100 for the full control effect
#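 Activity was followed as the change in fluorescence between reads at 0 and 10 min after starting the reaction with 50 nM substrate. Beforehand, 10 nM polymerase had been preincubated with compound for 15 min at room temperature.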
# * = called active by the depositor; ? = inconclusive; nt = not tested or not shown; & = joins results of further samples; [ ] = another dose, or the depositor's remark. Unless noted, calls follow the shape of the dose curve; as a rule, active = well fitted curve in the direction sought with a large enough effect; inconclusive = small, poorly fitted or top-dose-only effect, or another doubt; inactive = no such curve, though single readings can be large; an effect the other way counts as inactive or inconclusive.
SMILES,ALOX12 inh,TRHR agonist,Apoferritin bind,Pol iota inh,APEX1 inh,POLB inh,BLM helicase inh,ERG Ets-DNA blk,Pol kappa inh
C/C(CC1(O)C(=O)N(Cc2ccccc2)c2ccccc21)=N\O (stereo not drawn),?,-0.8,-14%,7%,3%,-3%,1%,0%,-11%
O=C(CN1CCN(c2ncccn2)CC1)Nc1ccccc1-n1cccc1,?,-0.3,-12%,-35%,-3%,26%,2%,nt,-7%[60.1 µM]
Cc1nc(-c2ccc(Cl)cc2)sc1CCNC(=O)c1ccco1,-29%,-0.2,?,0%,nt,-9%,-2%,13%,-8%[60.1 µM]
COc1cc(C(=O)OCC(=O)Nc2cc(C)on2)cc(OC)c1OC,-18%,0.0,-1%,17%,0%,39%[activator],-6%,-2%,-8%
CCN1C(=O)C2C(c3ccc(O)c(OC)c3)NC(C)(C(=O)OC)C2C1=O (stereo not drawn),-4%,0.3,-5%,13%,0%,4%,1%,-2%,1%
CCC(C(=O)NCCCN1CCCC1=O)n1c2ccccc2c2nc(=O)cc(C)n21 (stereo not drawn),2%,0.4,-2%,-16%,-1%,30%,1%,-8%,7%
COc1ccccc1OCC(O)CNCc1ccc2c(c1)OCO2 (stereo not drawn),60%[activator],-0.4,-4%,1%[58.9 µM],-4%,36%,4%,1%,-14%
CCCCN(c1ccccc1)S(=O)(=O)c1cccc2cccnc12,1%,-0.9,6%,14%,?,-2%,-14%,-9%,4%
CCCN(CC(=O)Nc1cc(C)on1)CC(=O)Nc1ccc(F)c(F)c1F,21%,nt,nt,11%,-10%,nt,nt,-8%,-6%
Cc1ccc(-n2nc3cc(C)c(NC(=O)c4ccc(-c5ccccc5)o4)cc3n2)cc1,-18%,0.7,-6%,21%,nt,29%,-2%,-4%,6%

# 2 successive records already listed, quoted:
SMILES,ALOX12 inh,TRHR agonist,Apoferritin bind,Pol iota inh,APEX1 inh,POLB inh,BLM helicase inh,ERG Ets-DNA blk,Pol kappa inh
C/C(CC1(O)C(=O)N(Cc2ccccc2)c2ccccc21)=N\O (stereo not drawn),?,-0.8,-14%,7%,3%,-3%,1%,0%,-11%
O=C(CN1CCN(c2ncccn2)CC1)Nc1ccccc1-n1cccc1,?,-0.3,-12%,-35%,-3%,26%,2%,nt,-7%[60.1 µM]

# Record cards (already shown):
# Listed for COc1ccccc1OCC(O)CNCc1ccc2c(c1)OCO2 (stereo not drawn) → ALOX12 inh: 60%[activator]; TRHR agonist: -0.4; Apoferritin bind: -4%; Pol iota inh: 1%[58.9 µM]; APEX1 inh: -4%; POLB inh: 36%; BLM helicase inh: 4%; ERG Ets-DNA blk: 1%; Pol kappa inh: -14%
# Listed for CCN1C(=O)C2C(c3ccc(O)c(OC)c3)NC(C)(C(=O)OC)C2C1=O (stereo not drawn) → ALOX12 inh: -4%; TRHR agonist: 0.3; Apoferritin bind: -5%; Pol iota inh: 13%; APEX1 inh: 0%; POLB inh: 4%; BLM helicase inh: 1%; ERG Ets-DNA blk: -2%; Pol kappa inh: 1%
# Listed for Cc1ccc(-n2nc3cc(C)c(NC(=O)c4ccc(-c5ccccc5)o4)cc3n2)cc1 → ALOX12 inh: -18%; TRHR agonist: 0.7; Apoferritin bind: -6%; Pol iota inh: 21%; APEX1 inh: nt; POLB inh: 29%; BLM helicase inh: -2%; ERG Ets-DNA blk: -4%; Pol kappa inh: 6%

# (next part)
SMILES,ALOX12 inh,TRHR agonist,Apoferritin bind,Pol iota inh,APEX1 inh,POLB inh,BLM helicase inh,ERG Ets-DNA blk,Pol kappa inh
CCc1ccc(-n2nc(CO)c(C(=O)NCc3ccccc3Cl)n2)cc1,-26%,0.3,-5%,27%,nt,1%,-1%,-1%,-23%
Fc1ccc(CN2CCN(C(=S)NCCc3ccccc3)CC2)c(Cl)c1,-1%,0.1,1%,158%[activator],-2%,?,-3%,2%,-5%
COc1ccc(C(C(=O)NC(C)(C)C)N(CCO)C(=O)CCC(=O)Nc2cc(C)on2)cc1 (stereo not drawn),-10%,0.8,-9%,105%[activator],4%,9%,1%,2%,-5%
COc1cc(C(CC(=O)Nc2ccc(C)cn2)N2Cc3ccccc3C2=O)cc(OC)c1OC (stereo not drawn),-2%,-0.7,4%,123%[activator],45%[activator],11%,-3%,-6%,-2%
Cc1ccc(S(=O)(=O)NCc2ccc3[nH]c(C)cc3c2)cc1,-17%,-1.3,-22%,8%,-3%,23%,-7%,-9%,-2%
O=c1n(Cc2cccc(F)c2)c2ccccc2c2nc(-c3ccccc3)nn12,-15%,0.6,-1%,26%,nt,17%,-4%,-1%,-4%
Cn1c(OCc2cccnc2)nc2c1c(=O)n(Cc1ccc(Cl)cc1)c(=O)n2C,117%&-26%[activator],nt,nt,6%,nt,nt,nt,15%,-17%
Cc1ccc(NC(=O)c2ccc(CSc3ccccn3)cc2)c(O)c1,-13%,0.3,-17%,2%,9%,13%,-16%,12%,-11%
CCOc1ccc(-c2nnc(-c3ccco3)o2)cc1OCC,0%,-0.7,-10%,1%,-7%,31%,1%,7%,-5%
CC(C)N(CCNC(=O)c1cn(C)c2ccc(S(=O)(=O)N(C)C)cc2c1=O)Cc1ccccc1,86%,-0.6,-7%,-20%,-1%,6%,15%,7%,-26%
CC1(c2ccc([N+](=O)[O-])c(CS(=O)(=O)c3ccccc3)c2)OCCO1,-2%,0.3,-8%,76%[activator],?,58%,-4%,-7%,0%
Cc1c(N2C(=O)c3ccccc3C2=O)c(=O)n(-c2ccccc2)n1C,0%,-0.8,-6%,-4%,-5%,2%,-2%,-3%,-17%
COc1cc(O)c(C(CC(=O)N2CCN(c3ccccc3)CC2)c2ccc3c(c2)OCO3)c(OC)c1 (stereo not drawn),0%,-0.5,8%&-1%,-14%&21%,-8%&-4%,1%,-14%&-12%,-4%,-25%&8%
CCOc1ccc(S(=O)(=O)N(C)CC(=O)NC2CCCC2)cc1,3%,-0.5,-3%,-19%,17%,14%,-4%,7%,-7%

# This is a subset; count on the stated rates, not on these rows.
